ERG-DNA inh = qHTS for Small Molecule Inhibitors of the ERG Ets/DNA interaction. Transcriptional regulator ERG (Homo sapiens), P11308. fluorescence polarization, His-ERG Ets domain / labelled DNA. Potency, µM (titrated, usually from 76.9 µM), inactives show top-dose FP activity, negative = inhibition, most hits filed as inhibitors. 0.028% of 370,000 active. AID 624246, 2012; active = well fitted inhibition curve with a large enough effect in the polarisation, with a control signal flat; inconclusive = small, poorly fitted or top-dose-only effect, or effect the other way, or a change in a side signal; inactive = no such curve, though single readings can be large or run the other way; the % refers to the polarisation;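 note: polarization taken with two DNA probes labelled with fluorescein and Texas red; potency is the fitted concentration of half-maximal effect; % of control where 0% means no effect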
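His-tagged ERG Ets domain (1 uM in the protein solution; 300mM KCl, 50mM Tris-HCl, 1mM EDTA, 1mM DTT, pH 7.5) received compound, then a probe mix of 5 nM fluorescein-DNA and 100nM Texas-615-DNA. Fluorescence polarization was read for both dyes.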
POLK inh = qHTS for Inhibitors of Polymerase Kappa; Potency, µM (titrated, usually from 107 µM), inactives show at the highest dose activity, negative = inhibition, most hits filed as inhibitors; AID 588579, 2011; purified Pol kappa, fluorescent DNA synthesis assay, 10 min; DNA polymerase kappa (Homo sapiens), Q9UBT6; 0.53% of 400,000 active; note: potency is the fitted concentration of half-maximal effect; % is set by controls: 0 for no effect and ±100 for the full control effect
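Kinetic fluorescence screen: compound preincubated 15 min RT with 10 nM enzyme; 50 nM substrate (final) initiates; reads at 0/10 min.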
RGS4 inhibitor = Inhibitors of Regulator of G Protein Signaling (RGS) 4: qHTS; Regulator of G-protein signaling 4 (Homo sapiens), P49798; Transcreener GDP fluorescence polarization, RGS4-accelerated GTP hydrolysis; Potency, µM (doses to about 114 µM), for inactives: at the top dose activity change, negative = inhibition, usual class: inhibitors; 0.039% of 390,000 active; note: potency is the fitted concentration of half-maximal effect; % is set by controls: 0 for no effect and ±100 for the full control effect; nearly all actives have a fitted effect of over 75% in size; some results filed as inactive show a strong effect at the top dose
Target sequence (P49798 whole entry, looked up): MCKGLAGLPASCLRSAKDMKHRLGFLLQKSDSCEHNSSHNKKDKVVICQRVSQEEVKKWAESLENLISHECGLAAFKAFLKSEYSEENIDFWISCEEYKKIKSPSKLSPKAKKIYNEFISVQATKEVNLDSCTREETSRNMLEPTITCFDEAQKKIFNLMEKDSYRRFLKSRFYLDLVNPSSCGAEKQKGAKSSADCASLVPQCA
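MLSMR compounds (23 nl, pin-transferred) preincubated 10 min at room temperature with a 500nM (2x) first reagent, then RGS4 at 900nM (2x) plus Transcreener GDP mix added; fluorescence polarization (620/688 nm) read before and after 90 min at 30 °C.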
POLH inh = qHTS for Inhibitors of Polymerase Eta; recombinant Pol eta, fluorescent DNA replication assay; Potency, µM (titrated, usually from 114 µM), for inactives: top-dose activity change, negative = inhibition, hits mostly inhibitors; 1.2% of 390,000 active; note: potency is the fitted concentration of half-maximal effect; % is set by controls: 0 for no effect and ±100 for the full control effect
Target sequence (Q9Y253 whole entry, looked up): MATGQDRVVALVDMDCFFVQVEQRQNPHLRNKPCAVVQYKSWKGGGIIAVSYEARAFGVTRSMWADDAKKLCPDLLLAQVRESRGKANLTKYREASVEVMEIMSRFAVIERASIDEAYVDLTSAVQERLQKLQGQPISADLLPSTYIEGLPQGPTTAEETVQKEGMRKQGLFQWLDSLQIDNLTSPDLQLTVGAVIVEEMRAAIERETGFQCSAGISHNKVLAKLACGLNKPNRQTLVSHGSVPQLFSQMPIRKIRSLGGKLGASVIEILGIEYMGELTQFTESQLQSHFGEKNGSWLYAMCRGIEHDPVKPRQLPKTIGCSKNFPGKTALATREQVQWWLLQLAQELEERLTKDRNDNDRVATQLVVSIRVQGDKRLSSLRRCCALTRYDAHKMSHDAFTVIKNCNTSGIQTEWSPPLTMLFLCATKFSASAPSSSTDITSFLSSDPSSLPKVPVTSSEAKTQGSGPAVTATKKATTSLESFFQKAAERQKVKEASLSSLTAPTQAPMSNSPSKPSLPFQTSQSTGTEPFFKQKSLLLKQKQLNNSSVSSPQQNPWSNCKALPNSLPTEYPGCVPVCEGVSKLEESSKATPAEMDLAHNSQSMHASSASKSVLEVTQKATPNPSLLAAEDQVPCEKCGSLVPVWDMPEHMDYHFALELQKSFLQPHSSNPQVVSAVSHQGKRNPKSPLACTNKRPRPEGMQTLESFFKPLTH
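Fluorescent replication assay: 50 nM final substrate added after a 15 min room-temperature compound preincubation with 10 nM enzyme. Signal taken at 0 min and again at 10 min.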
Anesthetic bind = qHTS Assay for Identification of Novel General Anesthetics; 0.074% of 350,000 active; AID 485281, 2010; Potency, µM (series often up to 77.5 µM), without a hit: at the highest dose activity change, negative = displacement, hits mostly inhibitors; apoferritin/1-aminoanthracene competitive binding, fluorescence; Ferritin light chain (Equus caballus), P02791; note: potency is the fitted concentration of half-maximal effect; % is set by controls: 0 for no effect and ±100 for the full control effect; nearly all actives have a fitted effect of over 20% in size
Target sequence (P02791 2-175 limits assumed): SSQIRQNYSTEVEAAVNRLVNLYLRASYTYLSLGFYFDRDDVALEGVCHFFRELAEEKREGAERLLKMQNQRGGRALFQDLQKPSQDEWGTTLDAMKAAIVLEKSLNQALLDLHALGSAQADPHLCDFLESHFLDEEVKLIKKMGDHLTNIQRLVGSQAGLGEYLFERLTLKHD
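Concentration-response curves derived by four-parameter Hill fitting of normalized fluorescence, where compounds displaced 1-AMA from 10 uM horse apoferritin following a brief 10 min room-temperature incubation; propofol titration acted as positive control.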
Pol beta inh = qHTS Assay for Inhibitors of DNA Polymerase Beta; AID 485314, 2010; Potency, µM (series often up to 114 µM), for the others: at the highest dose activity change, negative = inhibition, usual class: inhibitors; 1.3% of 340,000 active; P06746; Pol beta primer extension/strand displacement, fluorescence kinetic; note: potency is the fitted concentration of half-maximal effect; % is set by controls: 0 for no effect and ±100 for the full control effect
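Preincubation: enzyme (10 nM) with compound, 15 min, RT. Reaction: substrate added to 50 nM final. Reads: 0 and 10 min. Analysis: normalized, Hill fit.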
APE1 inh = qHTS Assay for Inhibitors of the Human Apurinic/apyrimidinic Endonuclease 1 (APE1). DNA repair nuclease/redox regulator APEX1 (Homo sapiens), P27695. recombinant APE1, TAMRA/BHQ-2 abasic DNA cleavage fluorescence. Potency, µM (series often up to 65.8 µM), for the others: at the top dose activity change, negative = inhibition, most hits filed as inhibitors. 0.35% of 350,000 active;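 note: potency is the fitted concentration of half-maximal effect; plate controls were vehicle for no effect and reference inhibitor for full effect; nearly all actives have a fitted effect of over 55% in size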
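Substrate: short duplex with […] THF abasic site, 5'-TAMRA and 3'-BHQ-2, 50 nM final. APE1 at 0.75 nM, preincubated 15 min RT with compound. Fluorescence increase from first to third read measured activity.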
LDHA inh = qHTS assay for inhibitors of human lactate dehydrogenase | 0.15% of 480,000 active | L-lactate dehydrogenase A chain (Homo sapiens), P00338 | AID 1347041, 2019 | activity change, % (values are at about 110 or 230 µM) | purified LDHA, NADH/diaphorase-resazurin fluorescence; stronger effect = lower value; in the data active = activity change below about -30%; inconclusive = mostly about -25% to -30%;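 note: plate controls were DMSO wells for no effect and wells without enzyme for full effect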
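Human LDH5 (2 nM) was incubated with 0.06 mM NADH and 0.2 mM pyruvate for 5 min at room temperature in Tris pH 7.4. Remaining NADH was coupled through diaphorase/resazurin, and resorufin fluorescence was read at 0 and 20 min.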
12-LOX inh = Primary qHTS assay for inhibitors of human arachidonate 12S-lipoxygenase (ALOX12): Round 2. Polyunsaturated fatty acid lipoxygenase ALOX12 (Homo sapiens), P18054. purified 12hLO, xylenol orange hydroperoxide absorbance. Potency, µM (top dose mostly 108 µM), without a hit: at the top dose activity change, negative = inhibition, actives largely listed as inhibitors. 1.1% of 580,000 active; note: potency is the fitted concentration of half-maximal effect; % is set by controls: 0 for no effect and ±100 for the full control effect
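Purified human 12hLO (150 nM final) in 25 mM Hepes, 0.01% Triton X-100, pH 7.0 was preincubated 15 min at room temperature with compound. Then 40 uM arachidonic acid was added, 30 min. Hydroperoxide was read by Fe-XO absorbance ratio 573/405 nm.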
* hit, by the source's call; & = joins results of further samples; [ ] = remark or other dose. Unless noted, calls come from the whole dose curve; as a rule, active = well fitted curve in the direction sought with a large enough effect; inconclusive = small, poorly fitted or top-dose-only effect, or another doubt; inactive = no such curve, though single readings can be large; an effect the other way counts as inactive or inconclusive. This is a subset; count on the stated rates, not on these rows.

What do the screens show for `COc1ccc(CC(=O)OCC(=O)Nc2ccc(C(=O)Nc3ccc(OC)cc3)cc2)cc1`?
ERG-DNA inh: -2.9%; POLK inh: -8.1%; RGS4 inhibitor: -9.1%[56.9 µM]; POLH inh: -23.6%; Anesthetic bind: -4.1%; Pol beta inh: -10.7%; APE1 inh: -1.8%; LDHA inh: -5.1; 12-LOX inh: -4.9%

Results for Cc1ccc(S(=O)(=O)Nc2nc3ccccc3nc2NCC2CCCO2)c(C)c1 (centres undefined) ?
ERG-DNA inh: -0.8%; POLK inh: 4.4%; RGS4 inhibitor: 0.4%; POLH inh: -21.4%; Anesthetic bind: -4.0%; Pol beta inh: -7.9%; APE1 inh: -5.7%; LDHA inh: -3.5; 12-LOX inh: 0.9%

How did CCCSc1nc2c(cnn2-c2ccc(C)cc2)c(=O)[nH]1 do in these assays?
ERG-DNA inh: -0.7%; POLK inh: -13.5%; RGS4 inhibitor: 13.1%; POLH inh: -12.0%; Anesthetic bind: -9.5%; Pol beta inh: 8.4%; APE1 inh: -2.3%; LDHA inh: -3.3; 12-LOX inh: 7.0%[57.4 µM]

Results for Cc1cccc(NC(=O)CSCC(=O)N2CCN(c3cccc(C(F)(F)F)c3)CC2)c1 ?
ERG-DNA inh: -3.3%; POLK inh: -9.8%; RGS4 inhibitor: 14.7%; POLH inh: -12.6%; APE1 inh: 4.8%; LDHA inh: -0.3; 12-LOX inh: -1.7%

What do the screens show for `CCOC(=O)c1[nH]c2cc3c(cc2c1CCCN1C(=O)c2ccccc2C1=O)OCCO3`?
ERG-DNA inh: -13.6%; POLK inh: -11.0%; RGS4 inhibitor: -7.4%; POLH inh: 1.2%; Anesthetic bind: -13.4%; Pol beta inh: -9.6%; APE1 inh: -1.5%; LDHA inh: -0.8; 12-LOX inh: 0.0%

Results for COc1ccc2c(C)cc(SCC(=O)Nc3nsc(-c4ccc(C(C)(C)C)cc4)n3)nc2c1 ?
ERG-DNA inh: 2.1%; POLK inh: -19.6%; RGS4 inhibitor: 22.2%; POLH inh: -13.2%; Anesthetic bind: -4.9%; Pol beta inh: 5.1%; LDHA inh: 0.5; 12-LOX inh: -18.0%

How did O=C(CC1SC2=NCCN2C1=O)Nc1ccc(Cl)cc1 (centres undefined) do in these assays?
ERG-DNA inh: -9.1%; POLK inh: -7.6%; RGS4 inhibitor: 32.3%; POLH inh: 2.9%; Anesthetic bind: -12.3%; Pol beta inh: 2.8%; APE1 inh: -1.8%; LDHA inh: -3.0; 12-LOX inh: -19.6%

Results for CCN(C(=O)c1ccc2c(Cl)c3c(nc2c1)CCC3)c1ccc(C)c(C)c1 ?
ERG-DNA inh: 8.6%; POLK inh: 3.4%; RGS4 inhibitor: -10.6%; POLH inh: -18.1%; Anesthetic bind: inconclusive; Pol beta inh: -4.6%; APE1 inh: inconclusive; LDHA inh: 5.6; 12-LOX inh: inconclusive

How did Cc1cc(C)c(NC(=O)CNC(=O)c2cc([N+](=O)[O-])ccc2N2CCOCC2)c(C)c1 do in these assays?
ERG-DNA inh: 2.0%; POLK inh: 3.0%; RGS4 inhibitor: 13.1%; POLH inh: -17.6%; APE1 inh: -5.9%; LDHA inh: -4.0; 12-LOX inh: inconclusive

What do the screens show for `N#CCCN(C(=O)COc1ccc(Cl)cc1Cl)c1ccccc1`?
ERG-DNA inh: 0.1%; POLK inh: 6.7%; RGS4 inhibitor: -32.8%; POLH inh: -10.7%; Anesthetic bind: -14.3%; Pol beta inh: 31.9%; APE1 inh: -2.0%; LDHA inh: 0.7; 12-LOX inh: -10.2%

What do the screens show for `Clc1ccc(CCNc2ncnc3nc[nH]c23)cc1`?
ERG-DNA inh: -3.0%; POLK inh: -4.9%; RGS4 inhibitor: -5.5%; POLH inh: 0.2%; Anesthetic bind: -5.0%; Pol beta inh: 17.1%; APE1 inh: -2.1%; LDHA inh: -10.9; 12-LOX inh: -5.7%

How did O=C1N=C(N2CCc3ccccc3C2)S/C1=C\c1ccc(O)cc1 do in these assays?
ERG-DNA inh: 14.9%; POLK inh: -1.3%; RGS4 inhibitor: 8.1%; POLH inh: -23.2%; Anesthetic bind: inconclusive; Pol beta inh: -19.5%; APE1 inh: inconclusive; LDHA inh: -5.4; 12-LOX inh: -27.7%

How did Nc1sc(-c2ccccc2)c(Cc2ccccc2)c1C(=O)O do in these assays?
ERG-DNA inh: 7.7%; POLK inh: -26.5%; RGS4 inhibitor: -35.5%; POLH inh: -7.6%; Anesthetic bind: -16.3%; Pol beta inh: -1.1%; APE1 inh: inconclusive; LDHA inh: -3.4; 12-LOX inh: inconclusive

Results for CC(NC(=O)CCCC1=NS(=O)(=O)c2ccccc2N1)c1ccccc1 (centres undefined) ?
ERG-DNA inh: 0.8%; POLK inh: 2.9%[60.1 µM]; RGS4 inhibitor: -4.4%; POLH inh: -16.4%; Anesthetic bind: 3.9%; Pol beta inh: 3.2%; LDHA inh: -1.9; 12-LOX inh: -16.4%

How did CC(=O)Nc1cccc(NC(=O)Cc2nc(-c3ccccc3)sc2-c2ccc(C)cc2)c1 do in these assays?
ERG-DNA inh: 8.1%; POLK inh: -14.2%; RGS4 inhibitor: 1.3%; POLH inh: -6.1%; Anesthetic bind: -7.2%; Pol beta inh: -11.5%; APE1 inh: -9.3%; LDHA inh: 16.7; 12-LOX inh: -19.2%

Results for Cc1c(NC(=O)CSc2nc3ccccc3n2C)c(=O)n(-c2ccccc2)n1C ?
ERG-DNA inh: -7.3%; POLK inh: -5.8%; RGS4 inhibitor: -25.6%; POLH inh: -4.6%; Anesthetic bind: -17.7%; Pol beta inh: 13.9%; APE1 inh: -3.0%; LDHA inh: -9.7; 12-LOX inh: 430.2%[activator]

What do the screens show for `CC1=CC(C)(C)N2C(=O)C3(C(C#N)=C(N)OC4=C3C(=O)CC(C)(C)C4)c3c(C)c(C)cc1c32` (centres undefined)?
ERG-DNA inh: 7.4%; POLK inh: -6.4%; RGS4 inhibitor: -17.6%; POLH inh: -8.8%; Anesthetic bind: -15.6%; Pol beta inh: 29.4%; APE1 inh: 1.9%; LDHA inh: -2.5; 12-LOX inh: -6.7%

How did C/C(=N\NC(=O)c1ccncc1)C12CC3CC(CC(C3)C1)C2 do in these assays?
POLK inh: -3.5%; RGS4 inhibitor: -24.8%; POLH inh: -20.9%; Anesthetic bind: 0.8%; Pol beta inh: -3.0%; APE1 inh: -7.6%; LDHA inh: -3.1; 12-LOX inh: 17.4%

How did O=C(c1cc(Br)c(Br)s1)N1CCc2ccccc2C1 do in these assays?
ERG-DNA inh: -18.6%; POLK inh: -3.8%; RGS4 inhibitor: 2.2%; POLH inh: -1.9%; APE1 inh: 11.5%; LDHA inh: -3.2; 12-LOX inh: 238.3%[activator]

What do the screens show for `CCn1nc(C(=O)NNC(=O)c2ccccc2)c2ccccc2c1=O`?
ERG-DNA inh: -7.0%; POLK inh: 6.3%; RGS4 inhibitor: -10.9%; POLH inh: -0.1%; APE1 inh: 13.9%; LDHA inh: -2.5; 12-LOX inh: 89.4%[activator]

How did O=[N+]([O-])c1ccc(N=Cc2c(O)ccc3ccccc23)cc1 do in these assays?
ERG-DNA inh: -2.4%; POLK inh: -29.6%; RGS4 inhibitor: -19.3%[11.4 µM]; POLH inh: -11.8%; Anesthetic bind: 2.8%; Pol beta inh: 6.0%; APE1 inh: 32.0%[activator]; LDHA inh: 8.7; 12-LOX inh: inconclusive

Results for Cc1cccc(NC(=O)NCCn2c(=O)oc3ccc(C)cc32)c1 ?
ERG-DNA inh: 2.1%; POLK inh: 0.2%; RGS4 inhibitor: 3.1%; POLH inh: -7.1%; Anesthetic bind: -4.4%; Pol beta inh: 24.5%; LDHA inh: -8.5&0.0; 12-LOX inh: -21.8%&0.0%

What do the screens show for `CC(C)OC(=O)c1ccc(N2C(=O)C3CC=CCC3C2=O)cc1` (centres undefined)?
ERG-DNA inh: 1.4%; POLK inh: 4.4%; RGS4 inhibitor: -10.7%; POLH inh: -15.0%; Anesthetic bind: -17.3%; Pol beta inh: -1.4%; APE1 inh: 2.1%; LDHA inh: 0.1; 12-LOX inh: 0.2%

Results for CC1CC2(NC(=O)NC2=O)C(C)CN1C (centres undefined) ?
ERG-DNA inh: -5.7%; POLK inh: -16.0%; RGS4 inhibitor: 27.7%; POLH inh: -16.9%; Anesthetic bind: -9.0%; Pol beta inh: 29.1%; APE1 inh: 2.0%; LDHA inh: -1.0; 12-LOX inh: -2.1%

What do the screens show for `COc1ccc2c(ccn2S(=O)(=O)c2ccccc2)c1`?
ERG-DNA inh: 4.3%; POLK inh: -5.9%; RGS4 inhibitor: -15.0%; POLH inh: -24.5%; Anesthetic bind: -10.3%; Pol beta inh: inconclusive; APE1 inh: 4.4%; LDHA inh: -0.5; 12-LOX inh: 0.3%

Results for COc1ccc(OC)c2c1cc(C(=O)N[C@@H](Cc1ccccc1)C(=O)O)n2C ?
ERG-DNA inh: -0.1%; POLK inh: -5.7%; RGS4 inhibitor: -13.7%[56.9 µM]; POLH inh: 5.3%; Anesthetic bind: 1.4%; Pol beta inh: 9.5%; APE1 inh: 16.0%; LDHA inh: 9.4; 12-LOX inh: -5.4%

Assay outcomes as filed in PubChem.
